# Vif-A3F inh = inhibitors of Vif-A3F interaction. Potency, µM (top dose mostly 46.1 µM), without a hit: at the highest dose activity, negative = active. AID 602313. HeLa A3F-eYFP + Vif (tagged APOBEC3F with the HIV-1 protein that degrades it), YFP fluorescence increase. 390,000 compounds, 0.2% hits; also: potency is read from the fitted curve at half-maximal effect; % of control where 0% means no effect; nearly all actives have a fitted effect of over 65% in size
#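 HeLa cells stably expressing A3F-eYFP plus Vif, plated and incubated overnight at 37 deg C, then exposed to compounds overnight at 37 deg C. Blocked degradation read as raised yellow fluorescence (Ex 488/Em 500-530).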
# Vif-A3G inh = Vif-A3G binding inhibition; Q9HC16; HeLa A3G-eYFP + Vif (tagged APOBEC3G with the HIV-1 protein that degrades it), YFP fluorescence, overnight; Potency, µM (highest dose often 46.1 µM), for the others: at the highest dose activity, negative = active, most hits filed as inhibitors; 410,000 compounds, 0.076% hits; AID 602310;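 also: potency is read from the fitted curve at half-maximal effect; % is scaled to controls: 0 for no effect and ±100 for the full control effect; nearly all actives have a fitted effect of over 60% in size; hits raise eYFP signal because A3G escapes Vif-driven loss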
# Target sequence (Q9HC16 whole entry, looked up): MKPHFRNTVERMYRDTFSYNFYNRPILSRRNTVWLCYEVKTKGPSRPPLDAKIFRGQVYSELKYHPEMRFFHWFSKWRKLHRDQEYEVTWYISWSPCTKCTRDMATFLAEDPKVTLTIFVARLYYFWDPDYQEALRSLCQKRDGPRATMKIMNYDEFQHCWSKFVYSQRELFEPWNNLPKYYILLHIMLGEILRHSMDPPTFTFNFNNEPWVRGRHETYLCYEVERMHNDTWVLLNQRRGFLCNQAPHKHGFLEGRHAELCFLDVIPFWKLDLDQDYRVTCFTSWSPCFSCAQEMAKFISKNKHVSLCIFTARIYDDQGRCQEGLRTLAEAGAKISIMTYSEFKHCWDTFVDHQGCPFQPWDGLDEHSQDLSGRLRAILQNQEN
#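 HeLa cells stably expressing Vif and C-terminally eYFP-tagged A3G, seeded overnight at 37 deg C, then exposed to compound by pintool overnight at 37 deg C. Rise in yellow fluorescence (Ex 488/Em 500-530, Acumen) marks blocked Vif-driven A3G degradation.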
# RGS4 inh = blocks human RGS4-accelerated GTP hydrolysis; P49798; Transcreener GDP fluorescence polarization, RGS4-accelerated GTP hydrolysis; Potency, µM (top dose mostly 114 µM), without a hit: top-dose activity change, negative = inhibition, hits mostly inhibitors; 390,000 compounds, 0.039% hits; AID 504845; also: potency is read from the fitted curve at half-maximal effect; % is scaled to controls: 0 for no effect and ±100 for the full control effect; nearly all actives have a fitted effect of over 75% in size; some results filed as inactive show a strong effect at the top dose
#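 MLSMR compounds (23 nl, pin-transferred) preincubated 10 min at room temperature with a 500nM (2x) first reagent, then RGS4 at 900nM (2x) plus Transcreener GDP mix added; fluorescence polarization (620/688 nm) read before and after 90 min at 30 °C.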
# LDHA block = blocks human lactate dehydrogenase A; activity change, % (values are at about 110 or 230 µM); 480,000 compounds, 0.15% hits; purified LDHA, NADH/diaphorase-resazurin fluorescence; active compounds read low; AID 1347041; P00338; in the data active = activity change below about -30%; inconclusive = mostly about -25% to -30%;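 also: plate controls were DMSO wells for no effect and wells without enzyme for full effect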
#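 Human LDH5 (2 nM) was incubated with 0.06 mM NADH and 0.2 mM pyruvate for 5 min at room temperature in Tris pH 7.4. Remaining NADH was coupled through diaphorase/resazurin, and resorufin fluorescence was read at 0 and 20 min.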
# D2 antagonist = antagonizes the human D2 dopamine receptor; P14416; HEK293 TREx D2 cells, calcium flux, dopamine EC80; inhibition, % at 10 µM; 340,000 compounds, 2% hits; in the data active = inhibition above about 30%; also: 0% is about no effect
#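 Read-out: kinetic calcium fluorescence (1 cycle/s) in inducible HEK293 T-REx D2 cells after an EC80 dopamine addition that followed 180 s compound preincubation. Loss of the dopamine response indicates antagonism.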
# ERG-DNA inh = ERG Ets/DNA interaction inhibition; P11308; fluorescence polarization, His-ERG Ets domain / labelled DNA; Potency, µM (top dose mostly 76.9 µM), for inactives: at the top dose FP activity, negative = inhibition, most hits filed as inhibitors; 370,000 compounds, 0.028% hits; active = well fitted inhibition curve with a large enough effect in the polarisation, with a control signal flat; inconclusive = small, poorly fitted or top-dose-only effect, or effect the other way, or a change in a side signal; inactive = no such curve, though single readings can be large or run the other way; the % refers to the polarisation;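 also: polarization taken with two DNA probes labelled with fluorescein and Texas red; potency is read from the fitted curve at half-maximal effect; % of control where 0% means no effect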
#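 His-tagged ERG Ets domain (1 uM in the protein solution; 300mM KCl, 50mM Tris-HCl, 1mM EDTA, 1mM DTT, pH 7.5) received compound, then a probe mix of 5 nM fluorescein-DNA and 100nM Texas-615-DNA. Fluorescence polarization was read for both dyes.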
# D2 agonist = D2 dopamine receptor (human) agonism. 340,000 compounds, 0.53% hits. activation, % at 2 µM. HEK293 T-REx D2 cells, calcium flux agonist mode. P14416;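 active = activation over 3 SD above normal in the single-dose calcium agonist read, cut at about 30% in these data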; also: 0% is about no effect
#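 Calcium-flux readout, 1 cycle/sec over 180 s following compound pin transfer, in inducible HEK293 Trex D2 cells (force-coupled); dopamine controls included. Positive calcium responses during this window marked compounds as potential agonists.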
# 12-LOX inh = inhibitors of human 12S-lipoxygenase ALOX12. purified 12hLO, xylenol orange hydroperoxide absorbance. Potency, µM (highest dose often 108 µM), inactives show at the highest dose activity change, negative = inhibition, usual class: inhibitors. 580,000 compounds, 1.1% hits. AID 1671190; also: potency is read from the fitted curve at half-maximal effect; % is scaled to controls: 0 for no effect and ±100 for the full control effect
# Target sequence (P18054 whole entry, looked up): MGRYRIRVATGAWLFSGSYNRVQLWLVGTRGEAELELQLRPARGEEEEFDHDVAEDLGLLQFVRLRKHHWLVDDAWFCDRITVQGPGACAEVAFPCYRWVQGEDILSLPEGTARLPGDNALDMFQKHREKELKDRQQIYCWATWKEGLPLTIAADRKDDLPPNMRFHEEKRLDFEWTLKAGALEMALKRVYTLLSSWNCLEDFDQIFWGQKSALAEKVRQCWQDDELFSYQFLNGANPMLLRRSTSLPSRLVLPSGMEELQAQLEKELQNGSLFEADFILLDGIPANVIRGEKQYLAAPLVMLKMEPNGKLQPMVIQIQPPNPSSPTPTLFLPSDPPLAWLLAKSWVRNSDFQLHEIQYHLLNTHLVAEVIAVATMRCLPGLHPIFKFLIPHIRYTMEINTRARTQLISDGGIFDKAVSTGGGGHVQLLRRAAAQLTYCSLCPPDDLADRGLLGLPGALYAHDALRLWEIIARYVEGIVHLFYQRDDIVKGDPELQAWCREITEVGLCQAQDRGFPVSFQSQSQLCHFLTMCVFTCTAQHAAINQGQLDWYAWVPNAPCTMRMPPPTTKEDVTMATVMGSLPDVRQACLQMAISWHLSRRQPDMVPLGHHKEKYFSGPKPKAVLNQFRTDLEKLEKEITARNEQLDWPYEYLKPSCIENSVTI
#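 Purified human 12hLO at 150 nM in 25 mM Hepes, 0.01% Triton X-100, pH 7.0, preincubated 15 min at room temperature with compound. Reaction started with 40 uM arachidonic acid, 30 min at room temperature. Hydroperoxide measured by Fe-xylenol orange, 573/405 nm absorbance ratio.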
# GRP78 ERSR act = induces the endoplasmic reticulum stress response in human glioma cells. U87-MG GRP78 promoter luciferase reporter, 16 h. 420,000 compounds, 0.02% hits. Potency, µM, for the others: at the top dose activation, most hits filed as activators; also: potency is read from the fitted curve at half-maximal effect; series mostly up to about 76 µM; % of control where 0% means no effect; nearly all actives have a fitted effect of over 35% in size
#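 Stably transfected U87-MG human glioma cells carrying a GRP78-based luminescent sensor were seeded at 1000 cells/well, pin-dosed with compounds and incubated 16 h. Luciferase reagent was then added, and end-point luminescence was read after 10 min at room temperature.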
# * = called active by the depositor; u = inconclusive; x = no result given; & = joins results of further samples; [ ] = another dose, or the depositor's remark. Unless noted, calls follow the shape of the dose curve; as a rule, active = well fitted curve in the direction sought with a large enough effect; inconclusive = small, poorly fitted or top-dose-only effect, or another doubt; inactive = no such curve, though single readings can be large; an effect the other way counts as inactive or inconclusive. These rows are one share of the data; rates above refer to the full screens.
# The line under a structure holds: Vif-A3F inh, Vif-A3G inh, RGS4 inh, LDHA block, D2 antagonist, ERG-DNA inh, D2 agonist, 12-LOX inh, GRP78 ERSR act
> CCN(CC)CCCN=Cc1c(O)n(Cc2ccc(F)cc2)c(=O)[nH]c1=O
    -1%, -1%, 3%, -4, -4, 5%, -0.1, 9%, -3%
> CCC1=CCN(CCc2c(C)[nH]c3ccccc23)CC1
    -16%, 1%, -10%, -1, x, 7%, x, -6%, -1%
> Cn1c(=O)n(C)c2cc(CNCCc3ccc(F)cc3)ccc21
    -10%, 0%, 15%, -13, x, -2%, 1.8, -24%, -2%
> COc1ccccc1-n1c(O)c(/C=N/NC(=S)Nc2ccccc2)c(=O)[nH]c1=S
    3%, 1%, u, -5, -4, 12%, 0.1, -22%, 4%
> COc1ccc2ccc(O)c(CN3CC=C(c4ccccc4)CC3)c2c1
    3%, -6%, -19%, 9, 19, 12%, 17, u, 1%
> CC(=O)O[C@]1(C)C(=O)OC/C2=C/CN(C)CCC(OC(=O)[C@@](O)(C(C)O)C[C@H]1C)C2=O (stereo partly drawn)
    -1%, 1%, -3%, -6, -14, -15%, 1.0, 1%, -3%
> CC(C)OP(=O)(Oc1ccc(C(O)C(Cl)(Cl)Cl)cc1)OC(C)C (stereo not drawn)
    -4%, -22%, -6%, 1, 12, 4%, 1.7, 0%, -2%
> Cc1[nH]n(-c2ccccc2)c(=O)c1C(c1ccc([N+](=O)[O-])cc1)c1c(C)[nH]n(-c2ccccc2)c1=O
    1%, 9%, -47%[11.4 µM], 0, 5, -12%, -1.5, x, -5%
> COC(=O)C1=C(N)Oc2cc(C)oc(=O)c2C12C(=O)Nc1ccccc12 (stereo not drawn)
    -5%, 0%, -66%[56.9 µM], 1, 0, 6%, 0.9, 100%[activator], 1%
> C(CCc1nn[nH]n1)CCc1nn[nH]n1
    0%, 0%, 9%, -5, -5, 6%, -0.9, -25%, -4%
> CC=C(CC)C1(CC)C(=O)NC(=S)NC1=O
    1%, -3%, -24%, -3, x, 4%, x, u, 1%
> COC(=O)C1=C(c2ccccc2OCc2ccccc2)C[C@@H]2CC[C@H]1N2C(=O)NCc1ccc(OC)c(OC)c1
    6%, -12%, 1%, -3, 8, 17%, 0.5, -2%, -2%
> CN(C)CC1CCCCC1=O (stereo not drawn)
    -3%, -4%, -1%, -5, -6, -1%, 0.9, 139%[activator], -10%
> COc1cccc(OC)c1C(=O)Nc1nc(N)n(-c2ccccc2)n1
    0%, 0%, 4%, -16, 18, -1%, 0.3, -15%, -4%
> Cc1ccc2occ(CN3CC4CC(C3)c3cccc(=O)n3C4)c(=O)c2c1 (stereo not drawn)
    7%, 3%, -3%, 1, -6, x, 0.1, -18%, -2%
> COC(=O)C1=C(c2cccc(OC)c2OC)C[C@@H]2CC[C@H]1N2C(=O)N1CCC(C)CC1
    1%, 7%, -29%, 1, x, 2%, x, -7%, -6%
> CC(C)(C)n1nnnc1C(C1CC1)N1CCC2(CC1)C(=O)NCN2c1ccccc1 (stereo not drawn)
    x, -2%, x, -3, x, x, x, u, -3%
> O=P(N1CCCCCC1)(N1CCCCCC1)N1CC1
    -1%, 0%, -6%, -5, x, 8%, x, 0%, -4%
> N#CC12CC(=O)N1Cc1cnnn1-c1ccccc12 (stereo not drawn)
    x, 2%, x, 0, x, x, x, 16%, -4%
> C(=NN1CCCCCC1)c1c[nH]c2ccccc12
    8%, 0%, 9%, -2, x, -13%, x, u, 0%
> CC(=O)Nc1ccc(CC(=O)N2CCN(Cc3ccccc3)CC2)cc1
    5%, 1%, -11%, -1, 0, -4%, 1.7, 13%, -2%
> Cc1ccc(N2C(=O)NC(=O)/C(=C\c3ccoc3)C2=O)cc1
    u, u, u, -9, 3, 43%[activator], 1.5, u, -6%
> C=C1N2CCC(CC2)C1(O)c1ccc(C)c(C)c1 (stereo not drawn)
    x, 1%, 63%[activator], -6, 25, -5%, 0.0, -13%, -4%
> CC(C)=CCC12CN3CCN(CC(C3)C1=O)C2
    x, 2%, 9%, -2, 6, -3%, -0.9, 0%, -4%
> O=C1C2CCCN2C(c2cccnc2)N1c1ccc(Cl)cc1 (stereo not drawn)
    5%, 0%, 37%, -1, -32, -4%, 0.2, 0%, -8%
> COc1ccccc1N1CCN(Cc2ccc(Br)s2)CC1
    7%, -22%, 0%, -13, 85*, 9%, 61*, u, -4%
> COc1ccc(C=C2C(=O)NC(=S)NC2=O)cc1OC
    6%, 1%, u, 0, x, -2%, x, u, -4%
> Cc1oc(-c2ccccc2)nc1CN1C(=O)CN=C(c2ccccc2)c2ccccc21
    -6%, -3%, -11%, -4, 21, 11%, 0.2, u, -4%
> O=C(CCCC1=NS(=O)(=O)c2ccccc2N1)N1CCC2(CC1)OCCO2
    -10%, 1%, -11%, 0, -1, 6%, 1.0, 4%, -3%
> COc1ccc(OC)c(CN2CCN(C(=O)COc3cccc(C)c3)CC2)c1
    3%, -2%, 3%, -20, 2, 2%, -2.8, u, -1%
> O=C1NC(=O)N(c2ccccc2)C(=O)/C1=C/c1coc2ccc(O)cc2c1=O
    -4%, 5%, u, 1, -1, 24%, 1.7, 45µM*, -5%
> COC(=O)C1=C(c2cccc(OCc3ccccc3)c2)C[C@@H]2CC[C@H]1N2C(=O)NCc1cccc(OC)c1
    2%, 4%, 3%, 1, x, -5%, x, 1%, -6%
> CCCCn1c(=O)c(C(=O)Nc2ccccc2C)c(O)c2ccccc21
    10%, 0%, -24%, -5, 0, 7%, 0.7, x, 3%
> O=C(O)c1ccc(NC(=O)N2C[C@H]3C[C@@H](C2)c2cccc(=O)n2C3)cc1
    -1%, 4%, 0%, 3, -6, 6%, -0.4, -4%&9%, -3%
> Fc1cccc(CCNCc2ccccn2)c1
    -10%, 3%, 30%, -10, 9, 4%, -0.7, 0%, -6%
> CC(=O)c1ccc(OCC(=O)N2CCCC(N3CCN(c4ccccc4C)CC3)C2)cc1 (stereo not drawn)
    5%, -2%, -8%, -3, -2, -22%, -0.3, 1%, -3%
> CN[C@@H]1C[C@@H](c2ccc(Cl)c(Cl)c2)c2ccccc21
    x, x, u, x, -9, x, 3.6, x, -15%&-7%
> O=C1CSC2N1CCNC21CCCCC1 (stereo not drawn)
    -1%, 1%, -1%, -3, 17, -1%, 2.2, u, -9%
> COc1ccccc1-n1c(O)c(/C=N/N2CCCCC2)c(=O)n(-c2ccccc2OC)c1=S
    -27%, 0%, u, 0, -7, -2%, 2.1, u, -2%
> C[C@H](CO)N1C[C@H](C)[C@@H](CN(C)C(=O)Oc2ccc3ccccc3c2)OCc2cnnn2CCCC1=O
    8%, 0%, x, -2, x, x, x, -8%, -3%
> CCCCn1c(O)c(C(C)=Nc2cccc(C(=O)O)c2)c(=O)[nH]c1=O
    -13%, -3%, -19%, -6, -9, 7%, -0.1, -5%, -4%

# In the list so far, 7 have a halogen:
# The line under a structure holds: Vif-A3F inh, Vif-A3G inh, RGS4 inh, LDHA block, D2 antagonist, ERG-DNA inh, D2 agonist, 12-LOX inh, GRP78 ERSR act
> CCN(CC)CCCN=Cc1c(O)n(Cc2ccc(F)cc2)c(=O)[nH]c1=O
    -1%, -1%, 3%, -4, -4, 5%, -0.1, 9%, -3%
> Cn1c(=O)n(C)c2cc(CNCCc3ccc(F)cc3)ccc21
    -10%, 0%, 15%, -13, x, -2%, 1.8, -24%, -2%
> CC(C)OP(=O)(Oc1ccc(C(O)C(Cl)(Cl)Cl)cc1)OC(C)C (stereo not drawn)
    -4%, -22%, -6%, 1, 12, 4%, 1.7, 0%, -2%
> O=C1C2CCCN2C(c2cccnc2)N1c1ccc(Cl)cc1 (stereo not drawn)
    5%, 0%, 37%, -1, -32, -4%, 0.2, 0%, -8%
> COc1ccccc1N1CCN(Cc2ccc(Br)s2)CC1
    7%, -22%, 0%, -13, 85*, 9%, 61*, u, -4%
> Fc1cccc(CCNCc2ccccn2)c1
    -10%, 3%, 30%, -10, 9, 4%, -0.7, 0%, -6%
> CN[C@@H]1C[C@@H](c2ccc(Cl)c(Cl)c2)c2ccccc21
    x, x, u, x, -9, x, 3.6, x, -15%&-7%

# Assay outcomes from PubChem BioAssay.
